# PI4K2A block: inhibitors of human PI4K2A; activity change, negative = inhibition, % at 76.9 µM; purified PI4K2A, ADP-Glo luminescence, 1 h; active compounds read low; actives 0.13% (n = 420,000); in the data active = activity change below about -50%; inconclusive = mostly about -30% to -49%;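 note: -100% = wells without enzyme as full effect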
#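 ADP-Glo luminescence measured ADP generated by PI4K2A enzyme (4 ug/mL before mixing) with 1.2 mM PI substrate (pre-mix) and 300 microM ATP (pre-mix). Tris pH7.5 buffer with MgCl2, Triton X-100; 1 h reaction at ambient temperature.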
# Vif-APOBEC3F blk: inhibitors of Vif-A3F interaction; HeLa A3F-eYFP + Vif (tagged APOBEC3F with the HIV-1 protein that degrades it), YFP fluorescence increase; Potency, µM (titrated, usually from 46.1 µM), for inactives: top-dose activity, negative = active; actives 0.2% (n = 390,000); AID 602313; note: potency is the fitted concentration of half-maximal effect; % of control where 0% means no effect; nearly all actives have a fitted effect of over 65% in size
#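 Fluorescence increase (Ex 488/Em 500-530) after overnight compound treatment at 37 deg C flags inhibition of Vif-driven A3F-eYFP loss in stable HeLa A3F-eYFP/Vif cells seeded overnight beforehand.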
# LDHA block: blocks human lactate dehydrogenase A | activity change, % (values are at about 110 or 230 µM) | purified LDHA, NADH/diaphorase-resazurin fluorescence; active compounds read low | actives 0.15% (n = 480,000) | P00338; in the data active = activity change below about -30%; inconclusive = mostly about -25% to -30%;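 note: plate controls were DMSO wells for no effect and wells without enzyme for full effect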
#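 Human LDH5 at 2 nM final in Tris HCl pH 7.4 with 0.06 mM NADH and 0.2 mM pyruvate, reacted 5 minutes at room temperature. Remaining NADH coupled via diaphorase/resazurin; resorufin fluorescence read at 0 and 20 minutes, normalized to enzyme-free and DMSO wells.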
# mIDH1 inhibitor: inhibitors of human mutant IDH1 R132H. actives 0.093% (n = 390,000). IDH1-R132H enzyme, NADPH consumption, diaphorase/resazurin fluorescence. Potency, µM (top dose mostly 76.6 µM), inactives show at the highest dose activity change, negative = inhibition, most hits filed as inhibitors; note: potency is the fitted concentration of half-maximal effect; % is set by controls: 0 for no effect and ±100 for the full control effect; nearly all actives have a fitted effect of over 65% in size
# Target sequence (O75874 whole entry R132H, stated change not applied): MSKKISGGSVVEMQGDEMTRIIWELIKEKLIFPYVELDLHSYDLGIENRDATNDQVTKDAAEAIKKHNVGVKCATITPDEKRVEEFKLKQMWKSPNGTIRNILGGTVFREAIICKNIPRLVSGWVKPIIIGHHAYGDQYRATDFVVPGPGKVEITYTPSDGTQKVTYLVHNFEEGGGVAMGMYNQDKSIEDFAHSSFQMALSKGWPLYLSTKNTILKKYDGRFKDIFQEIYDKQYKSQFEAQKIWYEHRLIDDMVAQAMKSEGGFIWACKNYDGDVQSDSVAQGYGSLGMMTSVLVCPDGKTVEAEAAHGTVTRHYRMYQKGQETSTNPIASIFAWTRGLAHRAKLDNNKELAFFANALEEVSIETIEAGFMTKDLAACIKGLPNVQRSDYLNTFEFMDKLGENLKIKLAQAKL
#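 IDH1-R132H (0.5 ug/mL dispensed) in pH 7.5 Tris buffer was preincubated 30 min with compound, then given a substrate mix of 0.016 mM NADPH and 2 mM alpha-KG for 80 min at room temperature; remaining NADPH was read by diaphorase/resazurin fluorescence.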
# GRP78 ERSR act: ER stress response induction in glioma. U87-MG GRP78 promoter luciferase reporter, 16 h. Potency, µM, without a hit: at the highest dose activation, hits mostly activators. actives 0.02% (n = 420,000); note: potency is the fitted concentration of half-maximal effect; series mostly up to about 76 µM; % of control where 0% means no effect; nearly all actives have a fitted effect of over 35% in size
#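 Stably transfected U87-MG human glioma cells carrying a GRP78-based luminescent sensor were seeded at 1000 cells/well, pin-dosed with compounds and incubated 16 h. Luciferase reagent was then added, and end-point luminescence was read after 10 min at room temperature.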
# Vif-A3G inh: Vif-A3G binding inhibition; actives 0.076% (n = 410,000); Q9HC16; HeLa A3G-eYFP + Vif (tagged APOBEC3G with the HIV-1 protein that degrades it), YFP fluorescence, overnight; Potency, µM (top dose mostly 46.1 µM), for the others: top-dose activity, negative = active, usual class: inhibitors; AID 602310;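 note: potency is the fitted concentration of half-maximal effect; % is set by controls: 0 for no effect and ±100 for the full control effect; nearly all actives have a fitted effect of over 60% in size; hits raise eYFP signal because A3G escapes Vif-driven loss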
# Target sequence (Q9HC16 whole entry, looked up): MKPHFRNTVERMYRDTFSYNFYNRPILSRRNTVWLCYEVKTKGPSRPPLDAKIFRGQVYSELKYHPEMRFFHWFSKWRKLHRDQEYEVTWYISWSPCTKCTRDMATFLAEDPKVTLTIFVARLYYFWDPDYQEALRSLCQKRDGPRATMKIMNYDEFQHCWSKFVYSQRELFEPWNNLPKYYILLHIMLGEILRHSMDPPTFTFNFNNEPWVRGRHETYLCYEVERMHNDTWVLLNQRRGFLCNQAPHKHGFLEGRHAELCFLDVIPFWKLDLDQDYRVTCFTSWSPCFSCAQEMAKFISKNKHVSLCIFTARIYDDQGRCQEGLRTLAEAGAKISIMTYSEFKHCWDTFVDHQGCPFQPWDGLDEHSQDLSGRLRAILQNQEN
#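 Read-out is eYFP fluorescence (Ex 488/Em 500-530) from Vif-expressing HeLa A3G-eYFP cells; more signal means A3G escaped Vif-mediated degradation. Cells plated overnight, compound pinned in, incubated overnight at 37 deg C.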
# TrxR1 substrate: rat thioredoxin reductase 1 substrate activity. Potency, µM (titrated, usually from 114 µM), for inactives: top-dose activity change, negative = substrate turnover. O89049. actives 0.01% (n = 390,000). AID 588456. purified TrxR1 substrate turnover, NADPH consumption readout; note: potency is the fitted concentration of half-maximal effect; % is set by controls: 0 for no effect and ±100 for the full control effect; nearly all actives have a fitted effect of over 50% in size
#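 Rat TrxR1, dispensed at 90 nM, was prereduced with 400 uM NADPH (final) for 5 min at ~22 deg C, then incubated with compound 15 min before 400 uM selenite. A first-read NADPH fluorescence drop versus no-compound background flagged substrates.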
# RXFP1 ag: RXFP1 (human) receptor agonism; Q9HBX9; HEK293T-RXFP1 cAMP TR-FRET, 30 min; response scale: percent of porcine relaxin response, buffer zero; Potency, µM (titrated, usually from 57.5 µM), without a hit: at the highest dose activation, actives largely listed as activators; actives 0.3% (n = 370,000); AID 2676; note: potency is the fitted concentration of half-maximal effect; % is set by controls: 0 for no effect and ±100 for the full control effect; nearly all actives have a fitted effect of over 60% in size; many of its hits are not listed in these tables
#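 Agonist response is measured as cAMP accumulation in an RXFP1-transfected HEK293T line under PDE4 inhibition. Values are scaled between buffer-only and 29 nM porcine relaxin, and EC50s come from standard Hill equation fits.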
# USP1 inh: blocks the human USP1/UAF1 deubiquitinase complex | O94782 | recombinant USP1/UAF1, Ub-Rhodamine cleavage fluorescence | Potency, µM (highest dose often 57.1 µM), without a hit: top-dose activity change, negative = inhibition, usual class: inhibitors | actives 0.23% (n = 390,000); note: potency is the fitted concentration of half-maximal effect; % is set by controls: 0 for no effect and ±100 for the full control effect; nearly all actives have a fitted effect of over 60% in size; inactives centre near -12
#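 1 nM enzyme complex + cpd, 15 min RT; start with Ub-Rho 150nM final; kinetic fluorescence ex 480/em 540, 6 reads q60 s. Buffer 50mM HEPES pH 7.8, 0.5mM EDTA, 0.1 mg/ml BSA, 1mM TCEP, 0.01% Tween-20.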
# * marks the source's active call; other numbers are inactive results; ? = inconclusive; nt = not tested or not shown; & = joins results of further samples; [ ] = remark or other dose. Unless noted, calls come from the whole dose curve; as a rule, active = well fitted curve in the direction sought with a large enough effect; inconclusive = small, poorly fitted or top-dose-only effect, or another doubt; inactive = no such curve, though single readings can be large; an effect the other way counts as inactive or inconclusive. A portion of the library; count on the stated rates, not on these rows.
SMILES,PI4K2A block,Vif-APOBEC3F blk,LDHA block,mIDH1 inhibitor,GRP78 ERSR act,Vif-A3G inh,TrxR1 substrate,RXFP1 ag,USP1 inh
COc1ccc2nc(Nc3nc(-c4cc5ccccc5oc4=O)cs3)sc2c1,-5,?,-8,4%,-2%,1%,-7%,-0.4%,-27%
O=C(c1cnn2c(C(F)(F)F)cc(-c3ccccc3)nc12)N1CCOCC1,-1,-9%,3,-1%,3%,0%,-6%,1.4%,10%
N#Cc1c(C(F)(F)F)cc(-c2ccccc2Cl)[nH]c1=O,1,4%,0,0%,0%,-1%,267%[activator],3.4%,-9%
COc1cc(C(=O)NNC(=S)Nc2ccc(S(N)(=O)=O)cc2)cc(OC)c1OC,4,-26%,2,0%,-4%,?,-10%[57.1 µM],1.4%,-15%
CCO[C@H]1OC(C(=O)N2CCN(C)CC2)=C[C@@H](C2CC2)[C@@H]1CCCO,-6,10%,-13,4%,-2%,3%,-1%,-0.9%,-6%
CN(CC1CCCO1)S(=O)(=O)c1ccc(C(=O)N2CCN(c3ccccc3)CC2)cc1 (configuration not stated),-1,-15%,-6,0%,-1%,-3%,8%,-0.3%,-28%
O=C(NCc1nnc2c(C(F)(F)F)cc(Cl)cn12)C1CCCC1,-5,4%,-1,0%,-2%,4%,10%,27%,-14%
O=C(COc1ccc(S(=O)(=O)NC2CCCCC2)cc1)NCc1ccccn1,-3,-21%,-2,-4%,-1%,2%,11%,0.2%,-1%
CC(=O)c1c(C)[nH]c(C(=O)COC(=O)c2c(C)noc2C)c1C,5,4%,0,0%,1%,-8%,-1%,1.2%,-8%
CC(=O)c1cc(-c2ccccc2)n(CC(=O)NC2CCCCCC2)c1C,1,-7%,3,6%,-2%,4%,-5%[57.1 µM],23%,-14%
Cc1ccc2c(Sc3ccccc3)c(C(=O)NCc3ccccc3F)[nH]c2c1,2,-4%,-4,8%,-4%,2%,-3%,-1.1%,-19%
CC(C)(C)c1[nH]nc2c1C(c1ccsc1)C(C#N)=C(N)O2 (configuration not stated),-1,-2%,-6,-7%,-4%,-9%,-1%,5.2%,-16%
COC(=O)c1ccc(NC(=O)c2cc(S(=O)(=O)N3CCOCC3)cn2C)cc1,-2,?,2,-3%,0%,-2%,-5%,0.8%,-13%
Cc1cc(C)n(CCCC(=O)O)n1,4,4%,-2,18%,-2%,1%,5%[57.1 µM],-2.3%,0%
CCOc1ccc(-n2c(C)cc(/C=N/NC(=O)C(N)=O)c2C)cc1,1,-6%,4,3%,2%,4%,1%[57.1 µM],0.2%,-17%
COc1ccccc1NC(=O)CSc1nnc(-c2ccco2)n1Cc1ccco1,-5,1%,-8,6%,-2%,1%,1%,3.0%,-27%
Clc1ccc2nc(-c3ccccc3)c(CN3CCOCC3)n2c1,-7,-19%,-7,3%,7%,0%,1%,5.1%,2%
CC(=O)NC(CC(=O)OCC(=O)N1c2ccccc2NC(=O)C1(C)C)c1ccccc1 (configuration not stated),5,1%,-4,6%,-4%,0%,-9%,0.1%,-12%
Cc1onc(-c2ccccc2)c1C(=O)NNC(=O)c1ccccc1Br,0,10%,3,-2%,-2%,4%,-2%,0.1%,-13%
COC(=O)C1=CN(Cc2ccc(OC)c(OC)c2)C=C(C(=O)OC)C1c1cccc(OC)c1OC,3,-8%,-9,1%,-1%,-4%,76%[activator][57.1 µM],11%,-13%
COCCNC(=O)C1(C)CCCN(Cc2csc3ccccc23)C1 (configuration not stated),-2,nt,-2,nt,-1%,-1%,nt,nt,nt
CCCc1cc(=O)[nH]c(SCC(=O)N2CCN(S(=O)(=O)c3ccc(Cl)cc3)CC2)n1,-7,-3%,0,-1%,4%,0%,-7%[57.1 µM],0.0%,-16%
CCOC(=O)N1CCN(CCC(=O)Nc2ccc(C)c(Br)c2)CC1,9,3%,-8,1%,-3%,0%,-10%,3.6%,3%
Cc1c(C(=O)N2CCC(C(N)=O)CC2)oc2ccc(Br)cc12,1,-11%,-11,2%,8%,-1%,2%[57.1 µM],1.2%,-14%
CC(=O)Nc1ccc(S(=O)(=O)Nc2nccc(/C=C/c3ccccc3F)n2)cc1,5,6%,-12,-3%,-2%,0%,2%[57.1 µM],0.1%,-23%
COc1ccccc1C(O)c1ncc(-c2ccccc2C)[nH]1 (configuration not stated),-1,nt,-5,nt,-2%,0%,nt,nt,nt
CC(=O)C1=C(c2ccc(Br)cc2)N(C(C)=O)n2c(nnc2C2CCCCC2)S1,6,7%,-3,-6%,1%,-2%,8%[57.1 µM],1.8%,-6%
Cc1cccc(C)c1OCCNC(=O)c1ccc2ccccc2n1,1,-9%,2,3%,0%,-1%,-10%,2.8%,-3%
c1ccc(-c2ccc3c(n2)CCCO3)cc1,0,4%,0,1%,6%,-4%,-2%[57.1 µM],nt,-14%
CCOC(=O)/C=c1\s/c(=C\c2ccc(C)cc2)c(=O)n1CC(=O)NCc1ccco1,-3,-5%,1,0%,-5%,-6%,2%,1.4%,-8%
CCNc1ccccc(C(=O)/C=C/c2ccc3c(c2)OCO3)c1=O,-12,?,22,4%,?,?,0%,0.7%,-25%
CC(=O)Nc1ccc(S(=O)(=O)NCC2CCC(C(=O)NCCCOC(C)C)CC2)cc1 (configuration not stated),-6&-3,0%&0%,-4&0,13%&-3%,-4%&-4%,-5%&4%,-3%,-0.2%&3.0%,-4%&9%
Cc1cc(C)n(-c2ccc(Cl)c(C(=O)Nc3ccc(OC(F)(F)F)cc3)n2)n1,3,-6%,-4,11%,-3%,1%,6%[57.1 µM],0.4%,-5%
C=C(/C=C/c1ccc(N(C)C)cc1)c1nc2ccccc2s1,nt,nt,0,nt,-9%,11µM*,-9%,nt,nt
CCC(=O)N1c2ccccc2CC1C(=O)NCCN1CCN(c2cc(Cl)ccc2C)CC1 (configuration not stated),6,3%,-2,22%,-4%,0%,-2%[57.1 µM],2.5%,-25%
O=C(Nc1ccc(C(F)(F)F)cc1)C1CCC(CNS(=O)(=O)c2cccc3nsnc23)CC1 (configuration not stated),2,0%,-5,-25%,-3%,-5%,7%,?,-27%
Nc1nnc(CC(c2ccccc2)c2ccccc2)s1,1,-11%,-6,5%,-4%,-1%,-6%,-1.2%,-19%
COC(=O)c1cc(NC(=O)c2cccs2)ccc1N1CCOCC1,-2,13%,1,3%,-7%,-2%,-2%[57.1 µM],-0.4%,-4%
CNC(=O)[C@@]1(C)C=C[C@@H](Cc2ccccc2)N1C(=O)OC,-3,0%,-3,-5%,1%,-1%,5%,1.5%,-12%
Nc1ccccc1C(=O)NCc1ccc(F)cc1,6,4%,1,-5%,-3%,0%,114%[activator],2.7%,-22%
CCOC(=O)C(=CNc1ccc2c(c1)CCN2C(C)=O)C(=O)OCC,11,7%,-6,5%,4%,2%,-12%,1.2%,-4%
N/C(=N\OC(=O)/C=C/c1ccccc1Cl)c1ccncc1,7,21%,-4,-10%,-4%,1%,-2%,0.4%,-13%
C/C(=N\NC(=O)COc1ccc(C)cc1[N+](=O)[O-])c1cccs1,-2,-15%,-5,10%,-4%,-1%,-1%[57.1 µM],0.9%,2%
COc1ccc(S(=O)(=O)N2CCN(C(=O)COc3ccc(C)c(C)c3)CC2)cc1OC,-3,-3%,-5,1%,-6%,-3%,-9%,-3.7%,-3%
O=C(NCc1nnc(SC/C=C/c2ccccc2)o1)c1ccco1,-8,-8%,-9,11%,-7%,3%,-1%,1.9%,-2%
CC(C)CC(=O)Nc1cccc(C(=O)Nc2ccccc2C(=O)O)c1,-7,-2%,-13,5%,0%,-2%,7%[57.1 µM],1.4%,-16%
OC(COC(c1ccccc1)c1ccccc1)CN1CCN(c2ccccn2)CC1 (configuration not stated),-1,4%,-3,9%,0%,2%,-1%,-0.8%,-7%
CCN1CCN(C(=O)CCCCCn2c(=O)[nH]c3cc(C(=O)OC)ccc3c2=O)CC1,4,0%,-17,4%,-5%,1%,19%,1.5%,0%
Cc1ccc(-c2nc3sc(C#N)c(N)n3c(=O)c2C#N)cc1,-13,6.3µM*,-3,-4%,7%,-6%,4%,6.5%,?
CC(C)NC(=O)CN(CCc1ccccc1)S(C)(=O)=O,-3,0%,-3,0%,-3%,-1%,-2%,0.2%,7%
CCOC(=O)C1(CCOc2ccccc2)CCN(Cc2cccc3c2OCO3)CC1,4,0%,2,6%,-7%,0%,-13%[57.1 µM],4.9%,-13%
CCc1ccc(OC(C)c2nc(-c3ccc(-n4cccc4)cc3)no2)cc1 (configuration not stated),-9,1%,1,-15%,-4%,5%,0%,0.5%,?
COC(=O)c1ccc(CNC(=O)CNc2cc(C(F)(F)F)ccc2N2CCOCC2)cc1,10,-1%,-1,3%,-3%,-3%,7%,0.3%,-7%
COc1cccc(C(=O)OCC(=O)c2c[nH]c3ccccc23)c1O,-2,8%,0,0%,3%,-15%,-5%,-0.3%,-12%

# Screens deposited in PubChem BioAssay by National Center for Advancing Translational Sciences (NCATS).
